Pf growth 96h: P. falciparum growth inhibition at 96 hours | AID 504834 | Potency, µM (top dose mostly 28.7 µM), inactives show at the highest dose activity change, negative = inhibition, actives largely listed as inhibitors | P. falciparum luciferase reporter growth, 96 h | 6.9% of 320,000 active; note: potency is the fitted concentration of half-maximal effect; % is set by controls: 0 for no effect and ±100 for the full control effect
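96 h incubation, 37 C, 5% CO2, of luciferase-reporter P. falciparum-infected RBCs (2% hematocrit, 0.05% parasitemia final) with test compounds; endpoint luminescence.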
LmPK inhibitor: LmPK (Leishmania mexicana) enzyme inhibition | Q27686 | purified LmPK, Kinase-Glo ATP luminescence, 1 h | Potency, µM (top dose mostly 57.5 µM), for the others: at the highest dose activity change, negative = inhibition, actives largely listed as inhibitors | 0.37% of 290,000 active; note: potency is the fitted concentration of half-maximal effect; % is set by controls: 0 for no effect and ±100 for the full control effect
Target sequence (Q27686 whole entry, looked up): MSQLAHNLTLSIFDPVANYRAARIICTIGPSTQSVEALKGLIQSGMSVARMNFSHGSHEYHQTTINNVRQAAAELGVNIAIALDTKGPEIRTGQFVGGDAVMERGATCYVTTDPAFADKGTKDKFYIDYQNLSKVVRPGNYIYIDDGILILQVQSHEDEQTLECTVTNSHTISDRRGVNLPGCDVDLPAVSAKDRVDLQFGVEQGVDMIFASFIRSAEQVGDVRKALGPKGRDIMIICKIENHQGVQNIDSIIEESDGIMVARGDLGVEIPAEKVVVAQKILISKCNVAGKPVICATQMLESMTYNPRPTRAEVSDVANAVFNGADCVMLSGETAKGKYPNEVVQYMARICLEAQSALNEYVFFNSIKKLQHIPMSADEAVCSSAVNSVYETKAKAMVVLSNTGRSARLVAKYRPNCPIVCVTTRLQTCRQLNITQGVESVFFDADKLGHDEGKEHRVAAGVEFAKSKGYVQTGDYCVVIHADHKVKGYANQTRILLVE
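ATP generated from ADP (0.1 mM) and PEP (0.5 mM) by 0.1 nM LmPK over 1 h at room temperature (pH 7.2 imidazole buffer) was detected by coupled luciferase luminescence. Values were normalized to uninhibited and no-enzyme wells.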
Pf growth 48h: inhibits P. falciparum growth in the first generation, 48 h | P. falciparum luciferase growth in erythrocytes, 48 h | Potency, µM (top dose mostly 28.7 µM), inactives show top-dose activity change, negative = inhibition, most hits filed as inhibitors | 5.9% of 310,000 active | AID 504832; note: potency is the fitted concentration of half-maximal effect; % is set by controls: 0 for no effect and ±100 for the full control effect
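Luciferase-expressing P. falciparum in infected erythrocytes (2% hematocrit, 0.1% parasitemia final) in RPMI 1640/0.5% Albumax were exposed to compound for 48 hours at 37 C, 5% CO2; growth read as luminescence.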
Cycloheximide cs: affects cycloheximide protein synthesis inhibition readout, counter-screen; cell reporter, cycloheximide protein synthesis inhibition counterscreen; max response, %; 12% of 300,000 active; AID 2314; in the data active = max response mostly above about 13%, no sharp cut-off; inactive = mostly below about 14%; note: read at 38.3 µM for the half of the compounds with a filed dose; 0% is about no effect
Shiga inhibitor: inhibitors of Shiga toxin in Vero cells; Vero cells, Shiga toxin protein synthesis inhibition reporter; inhibition, % at 38.7 µM; 9.2% of 290,000 active; AID 2315; in the data active = inhibition mostly above about 28%, no sharp cut-off; inactive = mostly below about 43%; note: 0% is about no effect
Tb PYK inh: inhibitors of Trypanosoma brucei pyruvate kinase | Q57TT1 | TbPYK enzyme, Kinase-Glo Plus ATP luminescence, 45 min | Potency, µM (top dose mostly 76.8 µM), inactives show top-dose activity, negative = inhibition, actives largely listed as inhibitors | 0.12% of 410,000 active | AID 624173; note: potency is the fitted concentration of half-maximal effect; % is set by controls: 0 for no effect and ±100 for the full control effect; nearly all actives have a fitted effect of over 50% in size
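Luminescent Kinase-Glo Plus end-point after 45 min room-temperature reaction of T. brucei pyruvate kinase started with 130 uM ADP (final). Buffer TEA 50 mM pH 7.2 with KCl, MgCl2, BSA, Tween-20; titration-based qHTS with fitted concentration-effect curves.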
AmpC inh no detg: AmpC beta-lactamase inhibition without detergent; P00811; AmpC nitrocefin hydrolysis, absorbance 480 nm, 0.0001% Triton; Potency, µM (highest dose often 57.1 µM), without a hit: top-dose activity change, negative = inhibition, usual class: inhibitors; 0.52% of 330,000 active;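 note: potency is the fitted concentration of half-maximal effect; plate controls were no compound for no effect and no enzyme for full effect; nearly all actives have a fitted effect of over 20% in size; some results filed as inactive show a strong effect at the top dose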
Target sequence (P00811 whole entry, looked up): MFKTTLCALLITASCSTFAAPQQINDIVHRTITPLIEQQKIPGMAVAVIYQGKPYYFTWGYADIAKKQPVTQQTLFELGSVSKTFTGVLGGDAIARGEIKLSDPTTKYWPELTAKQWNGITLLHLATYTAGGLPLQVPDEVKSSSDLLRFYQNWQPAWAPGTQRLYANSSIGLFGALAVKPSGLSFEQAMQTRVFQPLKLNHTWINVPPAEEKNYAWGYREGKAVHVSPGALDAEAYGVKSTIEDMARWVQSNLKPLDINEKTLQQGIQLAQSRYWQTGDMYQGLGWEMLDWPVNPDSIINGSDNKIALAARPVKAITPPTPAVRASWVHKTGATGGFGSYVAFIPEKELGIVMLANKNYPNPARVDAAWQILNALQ
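20 mM phosphate pH 7.0 + 0.01% (detergent screen) or 0.0001% Triton X-100; 5.3 nM AmpC reagent; cpd preinc 15 min RT; nitrocefin (800 uM stock) to start; A480 q20 s × 4 min; Activity was normalised to no-enzyme and no-compound control wells.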
* = called active by the depositor; u = inconclusive; x = no result given; & = joins results of further samples; [ ] = another dose, or the depositor's remark. Unless noted, calls come from the whole dose curve; as a rule, active = well fitted curve in the direction sought with a large enough effect; inconclusive = small, poorly fitted or top-dose-only effect, or another doubt; inactive = no such curve, though single readings can be large; an effect the other way counts as inactive or inconclusive. This is a random part of the collection (roughly 22% active in at least one column).

SMILES	Pf growth 96h	LmPK inhibitor	Pf growth 48h	Cycloheximide cs	Shiga inhibitor	Tb PYK inh	AmpC inh no detg
O=C(COC(=O)c1ccc(F)c(S(=O)(=O)N2CCCCC2)c1)NCc1ccc(F)cc1	5%	1%	-5%	-1	-5	14%	0%
Cc1ccnc(N2CCCC(C(=O)NCc3cccs3)C2)n1 (stereo not given)	9.3µM*	2%	-9%	-1	-6	0%	-10%
COc1cccc(NC(=O)NCc2ccc(F)cc2)c1	u	0%	18%	10*	44*	-2%	-37%
COC(=O)Nc1[nH]ncc1[N+](=O)[O-]	41%[activator]	5%	11%	2	23	1%	-10%
COc1ccc(S(=O)(=O)N2CCC(C(=O)NCCc3ccccc3)CC2)cc1OC	x	-2%	-6%	0	35	0%	4%
COC(=O)C(NS(=O)(=O)c1ccc(F)cc1)c1ccccc1 (stereo not given)	-28%[5.75 µM]	4%	-8%	-3	-7	1%	3%[2.29 µM]
CCN(CC)S(=O)(=O)c1ccc(C(=O)N2CCN(CCN3C(=O)c4cccc5cccc(c45)C3=O)CC2)cc1	2.9µM*	5%	u	-3	10	x	-8%
O=S(=O)(Cc1ccccc1Cl)N1CCCC1	u	0%	0%	9	8	6%	-14%[2.29 µM]
Cn1c2c(c(=O)n(C)c1=O)C(c1ccccc1F)C(C#N)=C(N)O2 (stereo not given)	68%[activator]	1%	30%	5	8	-15%	31%
Cc1cccc(N2CCN(Cc3nc(-c4ccc(F)cc4F)oc3C)CC2)n1	10µM*	1%	0%	2	21	4%	135%[activator]
O=C(/C=C/c1ccccc1)c1cc(Br)ccc(=O)c1O	u	14%	x	-2	23	u	-48%
C=CCNC(=O)C1CCCN(S(=O)(=O)c2ccc(-n3cnnn3)cc2)C1 (stereo not given)	12%	-8%	-9%	-2	4	-2%	-12%
O=[N+]([O-])c1cnc2nc(-c3ccncc3)nn2c1O	59%	13µM*	37%[activator]	-3	-23	-11%	-21%
CCOC(=O)c1cnc2c(c(C)nn2-c2ccc(C)cc2)c1Cl	0%	1%	2%	-3	-3	-7%	-16%
COc1ccc(CCN(C)C(=O)c2cc(S(=O)(=O)N3CCCCC3)ccc2Cl)cc1OC	u	x	13µM*	x	x	1%	54%
CCCc1c(C)nc(SCC(=O)C(C)(C)C)nc1OC(=O)N(C)C	-2%	-1%	u	-1	-4	1%	29%
CC(C)c1ccc2[nH]c(O)c(N=NC(=O)c3cccc(S(=O)(=O)Nc4ccc(Cl)cc4)c3)c2c1	22%	4%	4%	-2	-18	0%	-49%
C#CCn1c(=NC(=O)CN2C(=O)CCC2=O)sc2cc(S(N)(=O)=O)ccc21	-1%	0%	-10%	27	-6	0%	-16%
C/C=C/c1ccc(OCC(=O)OCc2csc(Nc3ccc(C)cc3)n2)c(OC)c1	-73%	-2%	u	44*	91*	-13%	-45%
CC(C)Oc1ccc(C(=O)Nc2nc3ccccc3[nH]2)cc1	-39%	-23%	-94%	25*	33	-12%	-27%

Of the compounds above, 2 contain a nitro group on carbon:
SMILES	Pf growth 96h	LmPK inhibitor	Pf growth 48h	Cycloheximide cs	Shiga inhibitor	Tb PYK inh	AmpC inh no detg
COC(=O)Nc1[nH]ncc1[N+](=O)[O-]	41%[activator]	5%	11%	2	23	1%	-10%
O=[N+]([O-])c1cnc2nc(-c3ccncc3)nn2c1O	59%	13µM*	37%[activator]	-3	-23	-11%	-21%

One compound at a time, as listed above. Order of screens: Pf growth 96h, LmPK inhibitor, Pf growth 48h, Cycloheximide cs, Shiga inhibitor, Tb PYK inh, AmpC inh no detg
O=C(/C=C/c1ccccc1)c1cc(Br)ccc(=O)c1O as listed: u, 14%, x, -2, 23, u, -48%
O=C(COC(=O)c1ccc(F)c(S(=O)(=O)N2CCCCC2)c1)NCc1ccc(F)cc1 as listed: 5%, 1%, -5%, -1, -5, 14%, 0%
Cc1cccc(N2CCN(Cc3nc(-c4ccc(F)cc4F)oc3C)CC2)n1 as listed: 10µM*, 1%, 0%, 2, 21, 4%, 135%[activator]

(cont.)
SMILES	Pf growth 96h	LmPK inhibitor	Pf growth 48h	Cycloheximide cs	Shiga inhibitor	Tb PYK inh	AmpC inh no detg
CCCCCC(=O)Nc1nnn(CCC)n1	20%	-4%	x	7	-4	-3%	3%
COc1ccc(-c2cc(C(=O)Nc3cc(C)n(Cc4ccc(Cl)cc4)n3)no2)cc1OC	115%[activator]	-1%	u	-2	10	4%	-8%
CCC(NC(=O)c1ccccc1NC(=O)C(C)(C)C)C(=O)N1CCCC1 (stereo not given)	16%	-1%	-3%	-7	-13	3%	6%
Cc1cccc(C)c1NC(=O)COC(=O)c1ccccc1[N+](=O)[O-]	12%	3%	-5%	-1	10	-1%	-14%[11.4 µM]
COc1ccc(C(=O)N2CCC(C(=O)Nc3ccccc3OC)CC2)cc1	-1%	-8%	-6%	7	-9	4%	0%
COc1cccc(C(=O)NCCS(=O)(=O)N2CCC(C)CC2)c1	0%	x	12%	x	x	3%	-4%
Cc1ccc(CN2CCN(Cc3ccccn3)CC2CCO)cc1 (stereo not given)	-4%	-3%	16%	0	-25	-1%	6%
CCCN1CCC(=O)N([C@H](CSc2ccc(OC)cc2)Cc2ccccc2)CC1	2.9µM*	2%	10µM*	-1	-6	4%	174%[activator]
CC(C)N(Cc1ccccc1)C(=O)CCS(=O)(=O)c1ccc2c(c1)oc(=O)n2C	u	0%	-18%	-4	-3	1%&-1%	-15%
Cc1ccc(NP(=O)(c2ccc(N(C)C)cc2NC(=O)c2cccs2)N2CCOCC2)cc1Cl (stereo not given)	u	-8%	u	2	-6	9%	-25%
CCOC(=O)c1[nH]c(C)c(C(=O)NCC2CCCO2)c1C (stereo not given)	1%	5%	19%	-3	-3	-2%	-2%
COc1cc(/C=C2/SC(=NCc3ccccc3)N(Cc3ccccc3)C2=O)ccc1O	6%	3%	x	11	1	4%	-56%
Cc1ccc(OCC(=O)N2CCc3ccccc32)cc1	100%[activator]	-14%	118%[activator]	76*	84*	-6%	-34%
CCCn1c(=O)c2ccccc2n2c(SCCOc3ccc(C)cc3)nnc12	u	9%	0%	10	-2	1%	-13%
CCc1ccc([C@@H]2CC=C(C(=O)O)[C@H](c3ccccc3)N2S(=O)(=O)c2ccc(C)cc2)cc1	48%[activator]	x	u	x	x	5%	-16%
O=C1c2cccc3cccc(c23)C(=O)N1c1nncs1	-1%	6%	x	-2	-19	-3%	-8%
CCOc1ccc(-c2c(C(=O)N/N=C(\C)c3cccs3)nnn2-c2nonc2N)cc1	7%	2%	21%	-1	-4	1%	0%
CCC(CC)n1[nH]c(=O)c2c(C)cc(C)nc21	x	-1%	12%	1	-5	0%	-9%
COc1ccc(C(=O)C2CCCN(C(=O)c3cnsn3)C2)c(C)c1 (stereo not given)	13%	2%	11%	-3	8	1%	-6%
CCOC(=O)C1=C(N)N2C(=O)C(C)SC2=C(C(=O)OC)C1c1cccc(OC)c1 (stereo not given)	312%[activator]	16%	x	-3	-14	-3%	2%
COC(=O)CCC(=O)NC1CC(C)(C)Cc2c1cnn2-c1ccccc1 (stereo not given)	-12%	1%	-3%	0	-2	1%	9%
Cc1ccc(S(=O)(=O)Cn2nnnc2CN2CCOCC2)cc1	-9%	5%	-20%	8	19	4%	0%
N#C/C(=C\c1ccc(Sc2ccc(Cl)cc2)o1)c1nc2ccccc2[nH]1	-12%	-1%	0.19µM*	6	4	-6%	28µM*
O=C(Cc1ccccc1)NN1C(=O)C2C3C=CC(C3)C2C1=O (stereo not given)	32%	6%	3%	-4	22	-3%	u
Cc1ccc2c(c1)C=CC(C#N)N2C(=O)c1ccccc1 (stereo not given)	-26%	4%	-16%	-1	12	1%	-29%
O=C(O)c1ccc2c(c1)ncn2C1CCCCC1	26%	-7%	u	-4	-2	-2%	u
C[C@H](NC(=O)c1ccco1)C(=O)Nc1ccc(S(=O)(=O)N2CCCC2)cc1	-29%	8%	x	-4	-15	2%	-13%
CN1CCN(S(=O)(=O)c2ccc(NC(=O)C3CCCCC3)cc2)CC1	x	-2%	-9%	-3	16	5%	x
O=C(Cc1sc(-c2ccccc2Cl)nc1-c1ccccc1)Nc1ccccc1	x	-1%	-3%	-3	-8	3%	-23%
CCCN1CCN(C2CCCCC2NS(=O)(=O)c2ccccc2)CC1 (stereo not given)	89%[activator]	3%	5%	6	7	6%	-5%
CC(=O)N/C(=C\c1ccccc1)C(=O)OCc1ccccc1	39%[activator]	-4%	0%	-1	27	-3%	3%
COc1cc(-c2nnc(SCC3(c4ccc(Br)cc4)OCCO3)o2)cc(OC)c1OC	13µM*	-2%	10µM*	-4	-8	2%	103%[activator]
CC(C)CC(=O)Nc1nnc(S(=O)(=O)N2CCCCCC2)s1	2%	-2%	3%	-5	-7	-1%&2%	-16%
CC(C)(C)OC(=O)CC[C@@H](C(=O)N1CCN(C(=O)OC(C)(C)C)CC1)n1cc(C(CO)NC(=O)OC(C)(C)C)nn1 (stereo not given in full)	u	8%	u	-2	-3	4%	176%[activator]
CCNc1ccc(C(=O)OCC(=O)N(Cc2ccccc2)C(C)(C)C)cc1[N+](=O)[O-]	29%	-1%	4%	-2	-10	-7%	-25%
CC12CCC(=O)N1C(C(=O)Nc1nc(-c3ccc(F)c(F)c3)cs1)CS2 (stereo not given)	-3%	x	u	x	x	-3%	-24%
Cn1c(CN2CCOCC2)nnc1SCC(=O)Nc1cccc(C(F)(F)F)c1	34%[activator]	-4%	-13%	-9	-7	-22%	35%
CC1(C)CO[C@@H](CC(=O)O)CN1	-23%	x	0%	x	x	-1%	x
CCCOP(=O)(OCCC)C(Nc1ccc(C(C)C)cc1)c1ccc([N+](=O)[O-])cc1 (stereo not given)	u	-1%	u	-1	11	5%	56%
Cc1ccc(/C=C(\C#N)C(=O)NC(C)C)o1	22%	-9%	0%	8	12	0%	-15%
N/C(=N\OC(=O)C1CCCCC1)c1cccnc1	0%	-6%	14%	15	22	-8%	-6%
COc1cc2c(C(=O)NCCN(C)C)cn(CC(C)C)c(=O)c2cc1OC	11%	-3%	11%	1	4	4%	-6%
O=C(c1ccccc1)N1CCSC1=S	9%	1%	30%[activator]	-4	-2	5%	-14%
Nc1c(C(=O)OCC(=O)Nc2ccc(OC(F)F)cc2)[nH]c(=O)[nH]c1=O	46%[activator]	x	19%	x	x	0%	-8%
Cc1cc(/C=N/Nc2ccc([N+](=O)[O-])cn2)c(C)n1-c1ccccc1	x	6%	u	27*	78*	-3%	-24%
COc1ccc(Nc2nc(Cl)c(C=O)s2)cc1	-4%	2%	-2%	9	21	x	-21%[11.4 µM]
O=C(CSc1nnc(NC(=O)c2cccc(Cl)c2)s1)NCC1CCCO1 (stereo not given)	-6%	-6%	22%	5	-5	4%	1%
Cc1c(=O)n(OCc2ccccc2F)c2ccccc2[n+]1[O-]	x	-6%	24%	-2	-2	4%	-20%
CCOC(=O)C1CCCN(S(=O)(=O)c2cn(C)c(=O)n(C)c2=O)C1 (stereo not given)	43%[activator]	0%	x	-7	-15	0%	-14%
O=S(=O)(c1cccc2nonc12)N1CCN(c2cccc(Cl)c2)CC1	26%	6%	-3%	1	-9	-2%	-30%
